Menin-MLL TR inh = menin-MLL binding inhibition, Texas Red mutant peptide. 270,000 compounds, 0.23% hits. O00255. Potency, µM (top dose mostly 61.6 µM), for the others: top-dose FP activity change, negative = inhibition, most hits filed as inhibitors. Menin + Texas Red MLL mutant peptide, fluorescence polarization. AID 1768; active = well fitted inhibition curve with a large enough effect in the polarisation, with a control signal flat, not every such curve was filed as active; inconclusive = small, poorly fitted or top-dose-only effect, or effect the other way, or a change in a side signal; inactive = no such curve, though single readings can be large or run the other way; the % refers to the polarisation; note: potency is the fitted concentration of half-maximal effect; % of control where 0% means no effect; many of its hits are not listed in these tables
FLuc modulator = inhibits or activates purified firefly luciferase, miR-21 counter-screen; 360,000 compounds, 6.9% hits; P08659; purified FLuc, Km substrates, luminescence inhibition; Potency, µM (top dose mostly 57.5 µM), for inactives: top-dose activity change, negative = inhibition, hits mostly inhibitors;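 note: potency is the fitted concentration of half-maximal effect; plate controls were vehicle for no effect and reference inhibitor for full effect; nearly all actives have a fitted effect of over 55% in size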
Target sequence (P08659 whole entry, looked up): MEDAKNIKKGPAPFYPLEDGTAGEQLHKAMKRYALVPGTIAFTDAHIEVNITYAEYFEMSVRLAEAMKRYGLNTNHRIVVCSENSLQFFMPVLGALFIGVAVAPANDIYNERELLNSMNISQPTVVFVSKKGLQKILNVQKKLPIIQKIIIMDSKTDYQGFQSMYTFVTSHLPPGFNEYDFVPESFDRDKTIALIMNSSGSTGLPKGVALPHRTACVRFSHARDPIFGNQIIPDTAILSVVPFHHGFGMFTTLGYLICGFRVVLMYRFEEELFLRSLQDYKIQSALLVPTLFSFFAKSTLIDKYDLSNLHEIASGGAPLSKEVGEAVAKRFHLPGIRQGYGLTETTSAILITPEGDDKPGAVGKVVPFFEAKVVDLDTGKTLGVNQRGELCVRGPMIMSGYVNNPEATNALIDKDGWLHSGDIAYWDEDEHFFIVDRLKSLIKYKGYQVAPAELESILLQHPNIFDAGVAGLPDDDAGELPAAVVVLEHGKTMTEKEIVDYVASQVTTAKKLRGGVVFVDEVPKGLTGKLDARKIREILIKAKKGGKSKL
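Biochemical qHTS of compounds, final roughly 60 µM downward over six points, against 10 nM purified firefly luciferase using Km concentrations of substrates (10 uM D-luciferin, 10 uM ATP) in Tris acetate pH 7.5 buffer; luminescence output.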
RORgamma inh = ROR gamma (mouse) transcription inhibition. P51450. Drosophila S2 Gal4-RORgamma UAS-luciferase reporter, 20 h. Potency, µM (doses to about 53.6 µM), without a hit: top-dose activity change, negative = inhibition, hits mostly inhibitors. 310,000 compounds, 5.4% hits; note: potency is the fitted concentration of half-maximal effect; % is set by controls: 0 for no effect and ±100 for the full control effect; nearly all actives have a fitted effect of over 60% in size
Target sequence (P51450 whole entry, looked up, the tested form may be a part): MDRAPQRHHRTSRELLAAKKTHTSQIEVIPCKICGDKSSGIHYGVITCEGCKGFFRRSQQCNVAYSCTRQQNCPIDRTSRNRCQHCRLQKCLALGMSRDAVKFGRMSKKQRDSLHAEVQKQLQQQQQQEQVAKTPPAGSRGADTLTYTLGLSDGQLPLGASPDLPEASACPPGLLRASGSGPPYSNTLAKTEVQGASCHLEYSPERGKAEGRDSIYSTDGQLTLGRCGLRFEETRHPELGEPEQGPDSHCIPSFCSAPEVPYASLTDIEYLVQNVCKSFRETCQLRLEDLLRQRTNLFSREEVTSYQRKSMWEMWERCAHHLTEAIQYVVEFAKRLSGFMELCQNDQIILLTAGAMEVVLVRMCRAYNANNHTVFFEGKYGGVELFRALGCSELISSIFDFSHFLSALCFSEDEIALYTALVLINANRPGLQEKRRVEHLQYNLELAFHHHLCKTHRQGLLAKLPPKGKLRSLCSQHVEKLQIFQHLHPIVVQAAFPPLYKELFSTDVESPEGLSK
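In this cell-based reporter format, copper sulfate (700 uM final) drives Gal4–ROR gamma fusion expression from a metallothionein promoter in Drosophila Schneider cells; compounds preincubated 1 hr, reporter read after 20 hr at ambient temperature.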
Giardia kill = Giardia lamblia killing. AID 540267. 340,000 compounds, 0.15% hits. activity change, % at 7.66 µM, hits read low. Giardia lamblia trophozoite viability; in the data active = activity change below about -80%; inconclusive = between about -30% and that limit;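 note: parasites exposed to compound for two days anaerobically before the ATP read; % is set by controls: 0 for no effect and ±100 for the full control effect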
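Compounds were tested on trophozoites seeded at 100 cells/well and held 48 hrs at 37 deg C anaerobically. An ATP-based luminescent kit measured the remaining live cells.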
PKM2 activator = increases activity of human pyruvate kinase M2; P14618; purified PKM2, Kinase-Glo ATP luminescence, activation; response scale: 0% is enzyme alone, no compound; Potency, µM (doses to about 57.5 µM), inactives show top-dose activation, usual class: activators; 260,000 compounds, 0.34% hits; note: potency is the fitted concentration of half-maximal effect; % is set by controls: 0 for no effect and ±100 for the full control effect; nearly all actives have a fitted effect of over 55% in size
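Purified hPK-M2 (>95%) run at intermediate activity with 0.1 mM ADP and 0.5 mM PEP in 50 mM imidazole pH 7.2, KCl, MgCl2; 1 h room temperature. ATP formed read by Kinase-Glo luminescence; normalized to uninhibited and no-enzyme controls.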
p53 reactivator = restores transcriptional activity of mutant p53. Potency, µM (series often up to 92.2 µM), for the others: top-dose activity change, positive = activation, actives largely listed as activators. H1299 p53-A138V BP100-luciferase reporter, luminescence, 24 h. 320,000 compounds, 0.063% hits. AID 504706; note: potency is the fitted concentration of half-maximal effect; % of control where 0% means no effect; nearly all actives have a fitted effect of over 45% in size
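H1299 (p53-null), stable ts p53-A138V + BP100-Luc; 1000 cells/well, Opti-MEM/10% FBS; cpd 4 pt, 1:5; 24 h, 37 deg C, 5% CO2; detection reagent 10 min RT; luminescence.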
VP16 counter = Gal4-VP16 reporter inhibition counter-screen. Drosophila S2 Gal4-VP16 UAS-luciferase, luminescence, 20 h. Potency, µM (top dose mostly 53.6 µM), without a hit: top-dose activity, negative = inhibition, actives largely listed as inhibitors. 310,000 compounds, 3.5% hits. AID 2546;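 note: Gal4-VP16 expression switched on by copper sulfate through the metallothionein promoter; potency is the fitted concentration of half-maximal effect; % is set by controls: 0 for no effect and ±100 for the full control effect; nearly all actives have a fitted effect of over 50% in size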
NPC1 promoter act = activators of NPC1 promoter; Potency, µM (top dose mostly 9.22 µM), without a hit: at the top dose activation, hits mostly activators; Huh7 NPC1 promoter luciferase reporter, 24 h; 320,000 compounds, 2.4% hits;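 note: potency is the fitted concentration of half-maximal effect; % of control where 0% means no effect; nearly all actives have a fitted effect of over 60% in size; reporter is driven by a mutant NPC1 promoter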
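Cells: Huh7 expressing luciferase under the NPC1 promoter, 1500/well. Seeded 2 h, compound added, incubated 24 h at 37 °C. Luciferase reagent, 10 min ambient, then luminescence.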
ELG1 genotoxic = induces genotoxicity in HEK293T cells with luciferase-tagged ELG1; HEK293T ELG1-luciferase reporter, luminescence, 16 h; Potency, µM (top dose mostly 46 µM), inactives show top-dose activity change, positive = activation, hits mostly activators; 330,000 compounds, 1.3% hits; AID 504466; note: potency is the fitted concentration of half-maximal effect; % of control where 0% means no effect; nearly all actives have a fitted effect of over 60% in size
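Luminescence read-out: rising ELG1-luciferase signal, reflecting elevated ELG1 protein under genetic stress, flags genotoxic compounds. Cells were treated for 16 hr at 37 °C before ONE-Glo detection.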
BRCA1 expr act = increases BRCA1 expression; MCF7-BRCA1-FFLuc reporter, luminescence, 48 h; response scale: scaled: vehicle 0%, 10 µM genistein 100%; Potency, µM (doses to about 46.1 µM), for inactives: at the highest dose activation, most hits filed as activators; 380,000 compounds, 1.1% hits; note: potency is the fitted concentration of half-maximal effect; nearly all actives have a fitted effect of over 80% in size; some results filed as inactive show a strong effect at the top dose
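Activators of BRCA1 expression were detected as increased firefly luciferase luminescence in engineered MCF7 cells after 48 h compound incubation. Signals were scaled to genistein 10 microM as full activation.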
Rab9 promoter act = activators of Rab9 promoter | 320,000 compounds, 2.8% hits | Potency, µM (titrated, usually from 9.22 µM), without a hit: at the highest dose activation, negative = inhibition, most hits filed as activators | AID 485297 | Huh7 Rab9 promoter-luciferase reporter, luminescence, 24 h; note: potency is the fitted concentration of half-maximal effect; % of control where 0% means no effect; nearly all actives have a fitted effect of over 60% in size
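Quantitative HTS format; Huh7 Rab9-luciferase reporter cells (1500/well) receive compound 2 h post-plating, incubate 24 h at 37 °C, then get luciferase reagent for 10 min before luminescence reading.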
An asterisk follows results filed as active; u = inconclusive; x = no result given; & = joins results of further samples; [ ] = another dose, or the depositor's remark. Unless noted, calls come from the whole dose curve; as a rule, active = well fitted curve in the direction sought with a large enough effect; inconclusive = small, poorly fitted or top-dose-only effect, or another doubt; inactive = no such curve, though single readings can be large; an effect the other way counts as inactive or inconclusive. The list is partial, so the mix of outcomes need not match the whole.

SMILES	Menin-MLL TR inh	FLuc modulator	RORgamma inh	Giardia kill	PKM2 activator	p53 reactivator	VP16 counter	NPC1 promoter act	ELG1 genotoxic	BRCA1 expr act	Rab9 promoter act
Cc1ccccc1C(C(=O)NCc1ccco1)N(CC1CCCO1)C(=O)Cn1nnc2ccccc21 (stereo not drawn)	-15.7%	-4.2%	-41.4%	15.5	-11.0%	u	-9.6%	8.8%	1.2%	-18.6%	-11.3%
C=CCC(C#N)(c1ccc(OC)c(OC)c1)c1cnccn1 (stereo not drawn)	x	2.2%	x	-19.8	x	-1.9%	x	0.9%	6.2%	0.0%	1.9%
CC(=O)C1C(c2ccc(F)cc2)C2C(C)=NN=C2CC1(C)O (stereo not drawn)	-17.1%	-2.7%	19.0%[10 µM]	-3.1	-8.0%	-7.9%	4.5%	-3.3%	-0.6%	-0.6%	-6.3%
Cc1nnc(SCC(=O)NC(C)(C)C)n1CCc1ccccc1	0.9%	2.6%	5.6%	15.9	13.7%	7.0%	-4.0%	0.6%	-2.7%	67.5%	-1.2%
Nc1ccc2c(c1)OC1(CCCC1)O2	-22.2%	u	-42.0%	11.7	0.1%	-2.8%	-4.2%	-0.2%	8.4%	-75.2%	-0.3%
CCOC(=O)C1=C(C)N(CCCCCC(=O)O)C(=O)NC1c1cccc([N+](=O)[O-])c1 (stereo not drawn)	-1.6%	4.5%	12.7%	-26.5	-0.7%	x	2.8%	0.0%	0.8%	4.5%	1.5%
CCc1ccc2[nH]cc(S(=O)(=O)c3ccc(C)c(C)c3)c(=O)c2c1	-1.0%	2.6%	u	24.8	x	-2.9%	-21.8%	-1.7%	-3.7%	-12.2%	-14.2%
CC1(C)CC(=O)C(C(O)c2ccc([N+](=O)[O-])cc2)C(C)(C)N1 (stereo not drawn)	29.3%	5.1%	29.4%	-2.8	x	4.0%	19.4%	-3.3%	-4.4%	-20.8%	-0.8%
Cc1ccc(OCC(=O)OC(C)CN2CCCCC2)cc1 (stereo not drawn)	-0.2%	-2.7%	-2.1%	-13.8	-2.8%[11.5 µM]	20.2%	-8.5%	0.1%	-2.6%	-13.5%	6.8%
Cc1cccc(C(C)C)c1NC(=O)CN1C(=O)NC(Cc2ccccc2)C1=O (stereo not drawn)	x	5.1%	x	2.1	x	-3.1%	x	1.6%	-3.2%	-5.5%	-2.7%
COc1ccc(NC(=O)CCN2CCN(S(=O)(=O)c3ccc(OC)cc3)CC2)cc1	2.0%	0.3%	3.7%	-15.3	4.7%	-1.1%	-9.8%	-0.9%	-3.5%	-4.1%	-5.7%
CC(C)(Oc1ccc(Cl)cc1)C(=O)OCC(=O)NCCc1ccc(S(N)(=O)=O)cc1	x	0.7%	x	5.4	x	3.2%	x	-3.7%	0.4%	-1.3%	-3.1%
O=C1NC(c2ccccc2)=C(c2ccc3ccccc3n2)C(c2ccncc2)N1 (stereo not drawn)	-0.1%	4.4%	0.9%	6.0	5.4%	-4.5%	-4.3%	-3.1%	1.9%	-4.8%	-3.6%
Cc1cc(NCc2ccccn2)n2c(nc3ccccc32)c1C#N	5.7%	1.6%	5.8%	3.3	1.3%	1.1%	13.9%	-1.6%	-6.3%	-6.9%	-1.4%
COc1cnc(N(C)C)nc1Sc1cccc(Cl)c1	7.6%	-1.1%	-0.3%	u	1.0%	-1.8%	8.8%	-5.7%	3.6%	-18.7%	-6.5%
O=c1cc(-c2ccccc2)oc2cccc(O)c12	u	x	-0.5%&-7.7%	1.0	x	x	-11.6%&0.0%	x	x	0.3%	x
O=C(CCN1CCN(CCO)CC1)Nc1ccccc1	-3.2%	-1.5%	1.5%	8.8	-2.0%	x	4.8%	-0.9%	2.1%	-2.8%	3.9%
CN(C)c1nc(OCCOC(=O)Nc2ccc(Cl)cc2Cl)nc(N(C)C)n1	-15.4%	0.3%	-4.4%	-13.8	5.1%	-10.8%	-4.4%	1.6%	-7.3%	-8.7%	-2.8%
O=C(NCC(=O)N1CCN(S(=O)(=O)c2cccs2)CC1)c1ccc(Cl)cc1	1.0%	4.2%	4.1%	-1.7	0.1%	-3.0%	0.9%	-0.6%	-1.3%	0.0%	-4.9%
Cn1c2ccccc2c2ncn(Cc3ccc(F)cc3)c(=O)c21	x	-2.9%	8.4%	-10.6	1.1%	-2.5%	-19.2%	0.3%	6.4%	-29.1%	-3.3%
O=C(NCc1ccc(Cl)cc1)C1CCN(C(=O)c2ccco2)CC1	x	-0.6%	32.4%	-21.1	x	0.2%	1.9%	2.9%	-1.4%	14.0%	-0.1%
CCCCNC(=O)C1CC(c2ccccc2[N+](=O)[O-])=NO1 (stereo not drawn)	19.8%	-1.0%	1.7%	7.4	-0.2%	7.5%	-9.7%	2.1%	0.6%	17.2%	-4.5%
N#CC(=C=[N-])C1=C(C#N)C(c2ccccc2F)C([n+]2ccccc2)C(O)(C2CC2)N1 (stereo not drawn)	x	0.2%	5.8%	-8.6	12.5%	4.4%	-1.2%	-1.9%	2.8%	-0.7%	-0.2%
O=C(C1=C(O)C(=O)N(CC2CCCO2)C1c1ccccc1Cl)c1ccco1 (stereo not drawn)	u	3.1%	-14.6%	18.3	x	9.8%	-7.1%	0.5%	-2.4%	-10.1%	5.4%
O=C(CN1C(=O)NC2(CCCCC2)C1=O)Nc1ccc(S(=O)(=O)N2CCOCC2)cc1	14.2%	2.0%	-14.1%[0.365 µM]	-3.8	-0.2%	0.3%	x	11.1%	3.6%	4.1%	-0.6%
COC(=O)C(Cc1cnc(Cl)s1)(C(=O)OC)c1ccc([N+](=O)[O-])cc1[N+](=O)[O-]	x	0.1%	-33.4%	3.6	-0.9%	16.1%	4.3%	-0.1%	-8.9%	-23.7%	2.6%
Cc1ccccc1NC(=O)c1cc2ccccn2n1	x	3.38µM*	-73.6%	-15.5	-29.1%	8.1%	u	3.55µM*	u	-0.2%	1.41µM*
Cc1ccc(S(=O)(=O)N2CCCC2)cc1C(=O)N1CCN(Cc2ccccc2)CC1	-3.7%	0.9%	1.2%	-21.1	-7.1%	-2.2%	2.3%	3.6%	-3.1%	-9.2%	4.6%
COc1ccccc1N(CC(=O)N/N=C/c1ccc(SC)cc1)S(C)(=O)=O	-2.0%	-1.0%	20.9%	-12.9	1.5%	3.4%	0.4%	-1.4%	0.2%	-13.6%	-0.3%
CC(C)N(C)Cc1nnnn1CC(=O)N(C)Cc1ccc(F)cc1	0.4%	-1.2%	-19.1%	27.0	0.4%[11.5 µM]	x	0.6%	2.5%	-4.9%	-1.2%	1.3%
Nc1c(C(=O)NC2CCCC2)sc2nc(-c3cccs3)ccc12	u	-19.2%	u	-6.6	-3.3%	19.1%	13.2%	14.3%	u	55.8%	13.3%
Clc1cccc(Nc2ncnc3ccc(Br)cc23)c1	u	-8.2%	u	11.0	3.3%	-1.8%	4.3%	u	-14.7%	-62.1%	10.6%
Fc1ccc(CNc2ccc(N3CCN(Cc4ccccc4)CC3)cc2)cc1	-17.2%	5.5%	17.0%	12.2	0.0%	-0.2%	-1.7%	-4.9%	24.6%	-0.8%	-2.9%
COc1ccc(-c2cn(-c3ccc(C)c(Cl)c3)c(=S)[nH]2)cc1OC	u	-3.9%	u	-10.6	x	1.5%	10µM*	11.4%	7.3%	-29.6%	-6.0%
CC(=O)[C@H]1CC[C@H]2[C@@H]3C=CC4=CC(=O)CC[C@@]4(C)[C@@H]3CC[C@]12C	x	-0.9%	x	8.4	x	-1.4%	x	1.0%	u	-9.1%	-2.4%
COc1cc2c(cc1N/C=C(\C#N)c1nc(-c3ccccc3)cs1)oc1ccccc12	14.3%	-1.1%	1.4%	0.2	-4.2%	-2.6%	-4.5%	0.3%	u	-14.2%	-2.0%
COc1ccccc1Cn1c(=S)[nH]c2cc(C(=O)N3CCN(c4ccccc4OC)CC3)ccc2c1=O	x	4.4%	u	7.9	x	5.8%	-10.3%	0.8%	-1.0%	-5.6%	-2.9%
O=C(O)c1cccc(NS(=O)(=O)c2cccc3nsnc23)c1	x	-2.0%	18.6%	7.2	6.0%	6.3%	-3.1%	-0.9%	2.4%	11.5%	-2.1%
Nc1c(C(=O)O)sc2nc3c(cc12)CCCC3	x	u	-21.6%	6.1	-4.2%	4.1%	-9.5%	10.9%	2.0%	40.3%	11.3%
O=C(CSc1nnc(-c2ccc(F)cc2)o1)NC1CCCCC1	5.0%	-2.8%	19.0%	18.1	-2.7%	-1.3%	-3.6%	0.1%	-1.4%	-0.2%	-3.3%

High-throughput results: PubChem BioAssay, National Center for Advancing Translational Sciences (NCATS)
